Assay outcomes: PubChem, National Center for Advancing Translational Sciences (NCATS)
AMA1-RON2 inh: qHTS for Inhibitors of AMA1-RON; Towards Development of Antimalarial Drug Lead: Primary Screen. AlphaScreen AMA1-biotinylated RON2 peptide binding. Potency, µM (doses to about 58.2 µM), for inactives: at the top dose activity change, negative = inhibition, hits mostly inhibitors. hit rate 0.2% among 360,000. Plasmodium falciparum AMA1 (3D7) - RON2 peptide interaction. AID 720542, 2013;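 further: potency means the concentration at half of the fitted maximal effect; 0% = vehicle wells and -100% = peptide control; nearly all actives have a fitted effect of over 45% in size; some results filed as inactive show a strong effect at the top dose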
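AMA1 (3D7) with his tag at 25 nM final met compounds first, then biotinylated RON2 peptide at 25 nM; detection used donor plus acceptor beads, 10 µg/mL apiece, read by AlphaScreen after 30 min at room temperature.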
FBPA Giardia inh: qHTS Assay for Inhibitors of Fructose-1,6-bisphosphate Aldolase from Giardia Lamblia | purified Giardia FBPA | A8B2U2 | AID 2451, 2010 | Potency, µM (doses to about 59.6 µM), for the others: top-dose activity, negative = inhibition, actives largely listed as inhibitors | hit rate 0.71% among 290,000; further: potency means the concentration at half of the fitted maximal effect; nearly all actives have a fitted effect of over 55% in size
Target sequence (A8B2U2 whole entry, looked up): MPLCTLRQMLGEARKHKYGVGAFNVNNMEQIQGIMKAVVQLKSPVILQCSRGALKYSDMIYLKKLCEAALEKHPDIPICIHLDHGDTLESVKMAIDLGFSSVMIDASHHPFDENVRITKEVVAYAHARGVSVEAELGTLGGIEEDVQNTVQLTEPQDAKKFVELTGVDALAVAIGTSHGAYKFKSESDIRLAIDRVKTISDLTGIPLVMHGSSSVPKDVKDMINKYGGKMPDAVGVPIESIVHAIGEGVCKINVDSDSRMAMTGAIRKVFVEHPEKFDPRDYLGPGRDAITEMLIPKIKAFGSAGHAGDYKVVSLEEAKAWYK
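40 nM FBPA preincubated 10 min at RT with compound (up to 57.5 uM final), then substrate plus GAPDH/TPI/NAD/arsenate coupling and diaphorase/resazurin added. Fluorescence read after 20 min at RT, 525/598 nm.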
HCMV inh: qHTS Assay for inhibitors of the human cytomegalovirus (HCMV) | HFF cells, HCMV-luciferase reporter, 72 h; stronger effect = lower value | activity change, negative = inhibition, % at 57.5 µM | hit rate 4.5% among 410,000 | AID 1259415, 2018; in the data active means activity change below about -60%; inconclusive means no clear call, values can overlap the other calls; inactive means above about -39%
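Two-dose cell screen: HFF monolayers treated with compounds and infected with luciferase-expressing HCMV at 1 PFU/cell, 72 h at 37C, then lysed for luciferase measurement.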
HCV inhibitor: qHTS Assay for Inhibitors of Hepatitis C Virus (HCV); Potency, µM (highest dose often 41.8 µM), for inactives: at the top dose activity change, negative = inhibition, actives largely listed as inhibitors; Huh7.5.1 HCVcc-Cre infection, luciferase reporter, 44 h; hit rate 3.4% among 340,000; further: potency means the concentration at half of the fitted maximal effect
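Luciferase read-out (15 sec integration) after a 15 min room-temperature substrate step quantifies HCVcc-Cre infection. Cells, 1,000 per well, had compound added 4 h post-plating, then virus at ~0.5 moi, and were cultured 44 h.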
Sm TGR block: qHTS Assay for the Inhibitors of Schistosoma Mansoni Peroxiredoxins; Schistosoma mansoni thioredoxin glutathione reductase (TGR), Q962Y6; purified TGR, DTNB reduction, TNB absorbance 405 nm; Potency, µM (highest dose often 114 µM), inactives show at the top dose activity change, negative = inhibition, most hits filed as inhibitors; hit rate 3% among 360,000; AID 485364, 2010; further: potency means the concentration at half of the fitted maximal effect; nearly all actives have a fitted effect of over 60% in size
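TGR 20 nM + NADPH 100 uM (dispensed conc.), cpd preinc 15 min RT; start with NADPH (500 uM addition) then DTNB (15 mM addition). Kinetic TNB absorbance, 405 nm filter. Four-parameter Hill fit across titration.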
AmpC inh detg: qHTS Inhibitors of AmpC Beta-Lactamase (assay with detergent); P00811; AmpC hydrolysis of nitrocefin, absorbance 480 nm, 0.01% Triton; Potency, µM (series often up to 114 µM), inactives show at the top dose activity change, negative = inhibition, hits mostly inhibitors; hit rate 0.041% among 370,000; AID 485294, 2010;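 further: potency means the concentration at half of the fitted maximal effect; 0% = no-compound wells and -100% = no-enzyme wells; nearly all actives have a fitted effect of over 25% in size; some results filed as inactive show a strong effect at the top dose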
Target sequence (P00811 whole entry, looked up): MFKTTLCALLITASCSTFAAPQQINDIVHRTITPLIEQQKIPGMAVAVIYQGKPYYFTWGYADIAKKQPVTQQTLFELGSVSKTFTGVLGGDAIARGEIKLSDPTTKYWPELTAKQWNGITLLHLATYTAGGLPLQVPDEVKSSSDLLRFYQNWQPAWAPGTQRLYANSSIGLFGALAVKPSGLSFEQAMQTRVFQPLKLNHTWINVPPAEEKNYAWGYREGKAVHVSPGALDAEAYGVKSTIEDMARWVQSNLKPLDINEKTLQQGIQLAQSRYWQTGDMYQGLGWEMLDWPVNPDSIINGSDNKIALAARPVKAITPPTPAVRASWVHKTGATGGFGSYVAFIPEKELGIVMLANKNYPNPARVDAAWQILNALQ
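AmpC (5.3 nM in the dispensed reagent) in 20 mM phosphate pH 7.0 with 0.01% (detergent screen) or 0.0001% Triton X-100 was preincubated with compounds for 15 min at room temperature. Nitrocefin was then added from an 800 uM solution, and hydrolysis was followed at 480 nm.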
Starred values were filed as active, the others as inactive; ? = inconclusive; / = not tested or not shown; [ ] = dose if it differs, or a comment. Unless noted, the call rests on the fitted dose curve; in most records, active means well fitted curve in the direction sought with a large enough effect; inconclusive means small, poorly fitted or top-dose-only effect, or another doubt; inactive means no such curve, though single readings can be large; an effect the other way counts as inactive or inconclusive. Unless noted, on the % scale 0 is the no-effect control and ±100 the full control effect.

SMILES	AMA1-RON2 inh	FBPA Giardia inh	HCMV inh	HCV inhibitor	Sm TGR block	AmpC inh detg
CSc1nnnn1-c1ccc(C(=O)OCC(=O)N2CCOCC2)cc1	-9%	5%	-18	1%	8%	-11%
Cc1cccc(NC(=O)CN(C)S(=O)(=O)c2ccccc2)n1	13%	0%	16	8%	-2%	2%
Cc1ccc(S(=O)(=O)N2CCN(C3CC4CCC3C4)CC2)cc1 (configuration not stated)	-7%	14µM*	28	-22%	7%	0%
CCOC(=O)C1(CCCc2ccccc2)CCN(C(=O)c2cncs2)CC1	5%	2%	49	-26%	18%	6%
COc1ccccc1NS(=O)(=O)c1cccc(C(=O)NCC(c2ccco2)N2CCCCC2)c1 (configuration not stated)	28%	/	-16	?	-23%	?
CCOC(=O)c1ccc(NC(=O)CCc2nnc3ccc(N4CCN(C)CC4)nn23)cc1	-3%	-3%	-34	-18%	-14%	-6%
CC(C)CCN1CCN(CCCc2ccccc2)CC1CCO (configuration not stated)	-1%	-8%	-40	0%	-19%	-11%
OC(COc1ccc2cc(Br)ccc2c1)Cn1ccnc1 (configuration not stated)	-7%	8%	-25	?	0%	?
Cc1ccc(NP(=O)(c2ccc(N(C)C)cc2NC(=O)c2cccs2)N2CCOCC2)cc1Cl (configuration not stated)	-17%	-25%	?	-19%	-11%	-8%
CC(=O)c1c(C(C)=O)c(C)n(-c2nc(-c3ccc(C)c(C)c3)c(C)s2)c1C	-10%	17%	?	?	0%	0%
CCOc1ccc(-n2ccnc2SCC(=O)Nc2nnc(CC)s2)cc1	-2%	-3%	-29	-22%	-30%	-5%
COc1cc(/C=N/NC(=O)NC2CCCCC2)cc(OC)c1O	-4%	0%	-4	-5%	-19%	2%
COc1cc(NC(=O)COCc2cc(-c3ccc4c(c3)OCO4)on2)cc(OC)c1	/	/	19	/	4%	12%
CC1CCCC(NC(=O)COC(=O)Cc2ccc(Br)cc2)C1C (configuration not stated)	-12%	3%	-3	7%	8%	2%
COc1ccccc1-c1nnc(SCC(=O)Nc2nc(-c3ccccc3)cs2)n1C	-26%	7%	-25	?	1%	-2%
COc1ccc(NC(=O)NC(C)c2ccncc2)cc1OC (configuration not stated)	-1%	-6%	42	8%	-7%	-1%
O=C(Nc1ccc(Cl)cc1C(=O)N1CCOCC1)c1ccco1	16%	0%	20	9%	-23%	-2%
C[C@H]1COC(=O)[C@H](CC(=O)OC(C)(C)C)C/C=C\C[C@@H](CC(=O)N[C@H](CO)Cc2ccccc2)C(=O)N1	13%	/	-17	19%	/	/
COc1ccccc1-n1cc(-c2ccc(Cl)cc2)[nH]c1=O	-8%	-1%	81	8%	-7%	0%
O=C(C1CCN(S(=O)(=O)Cc2ccccc2)CC1)N1CCN(c2cccc(C(F)(F)F)c2)CC1	/	/	5	/	-15%	19%
CC[C@@]1(C(=O)OC)N[C@H](CN(C)C(=O)Nc2ccccc2)[C@@H]2C(=O)N(Cc3ccccc3)C(=O)[C@@H]21	-18%	/	-15	15%	/	/
COCCCNc1ncnc2c1nc1n2CCCC1	14%	-7%	-2	13%	2%	2%
O=C(Nc1cc(C(F)(F)F)ccc1Cl)c1cnn(-c2ccccc2)c1-n1cccc1	/	/	-37	/	-2%	1%
COc1cc(/C=N/NC(=O)CN(Cc2ccco2)S(=O)(=O)c2ccccc2)ccc1O	3%	-2%	?	-11%	-13%	?
COc1ccc(Cl)cc1NC(=O)CC(C)=O	8%	18%	9	18%	7%	-13%

Continuation.
SMILES	AMA1-RON2 inh	FBPA Giardia inh	HCMV inh	HCV inhibitor	Sm TGR block	AmpC inh detg
O=C(CN1CCN(S(=O)(=O)c2cccc(Br)c2)CC1)N1CCCCC1	6%	/	?	-8%	7%	0%
COC(=O)c1ccccc1NC(=O)C1CCN(C(=O)c2ccc(OC)cc2)CC1	3%	6%	-4	4%	6%	-4%
Fc1ccccc1OCCCCn1cncn1	10%	2%	-10	11%	-14%	?
COc1ccc(C2=NOC(C(=O)NCc3cccnc3)C2)cc1OC (configuration not stated)	-6%	0%	44	-17%	0%	1%
Cc1ccc(-n2cc(CN3CCC(O)(c4ccccn4)CC3)c(-c3ccc(F)cc3)n2)cc1	-4%	0%	?	?	?	0%
Cc1ccccc1N(CC(=O)NC(C)(C)C)C(=O)c1ccc(-c2ccccc2)[nH]1	/	6%	-12	/	0%	-4%
COc1ccc(Cl)cc1NC(=O)C(C)N1Cc2ccccc2C1=O (configuration not stated)	/	/	-4	/	-2%	2%
Cc1ccc(C(=O)N/C(=C/c2ccc(F)cc2)C(=O)NCc2ccncc2)cc1	-4%	10%	-33	6%	0%	-3%
CCN(CC)C(=O)Oc1ccc(Cl)c2cccnc12	0%	-1%	-31	-9%	/	-13%
CCC(=O)Nc1ccc(F)c(Cl)c1	-5%	14%	-19	34%[activator]	-4%	-3%
CCCCNc1c(N)n(CC(C)C)c(=O)[nH]c1=O	12%	-9%	4	7%	2%	-11%
CCCN1CCC(NCC(C)c2ccccc2)CC1 (configuration not stated)	5%	-30%	14	?	-2%	-3%
CNC(=O)c1ccc2c(c1)N=C(C)c1cc(C)ccc1S2	/	/	4	/	5%	15%
CN(C)c1ccc(-c2nnn(CC(=O)NCc3ccc4c(c3)OCO4)n2)cc1	0%	4%	25	3%	1%	-2%
COc1ccc(F)cc1S(=O)(=O)NCC(=O)NCc1cc(=O)n(C)c(=O)n1C	13%	-4%	-13	15%	1%	4%
Cc1cccc(NC(=S)Nc2ccc(Br)cc2)c1	88%[activator]	-7%	?	6%	-39%	-2%
O=C(NCCN1CCN(c2ccccc2)CC1)Nc1ccccc1Cl	2%	2%	6	12%	3%	-7%
CSc1ncccc1C(=O)N1CCN(S(=O)(=O)c2ccc(C)cc2)CC1	5%	-6%	-27	7%	-2%	7%
COc1ccc(CN2C(=O)c3ccccc3C2=O)cc1C(=O)Nc1ccc(C)cc1C	7%	0%	20	22%	-8%	?
Cc1ccc(-n2nc3c(=O)n(CCCC(=O)NCc4ccco4)nc(C)c3c2C)cc1	-11%	5%	-11	?	-1%	4%
CC(=O)Nc1nc(N)n(-c2ccccc2)n1	2%	2%	12	17%	4%	-2%
COc1ccc(N/C=C/c2nc(SC)nnc2C)cc1	-2%	-6%	-86*	-10%	6%	?
C[C@@]12C(=O)N(c3cccc(F)c3)C(=O)N1[C@@H]1c3ccccc3OC[C@@H]1[C@H]2c1ccccc1	-6%	/	-101*	?	/	/
O=C(CN1CCC(NC(=O)c2cccc(F)c2)CC1)Nc1ccc(Br)cc1	-5%	14%	2	10µM*	-14%	-7%
O=[N+]([O-])c1cccnc1NCc1cccs1	-2%	-26%	5	14%	5%	0%

Complete entries as entered above. Screens in order: AMA1-RON2 inh | FBPA Giardia inh | HCMV inh | HCV inhibitor | Sm TGR block | AmpC inh detg
COc1cc(/C=N/NC(=O)CN(Cc2ccco2)S(=O)(=O)c2ccccc2)ccc1O reads 3% | -2% | ? | -11% | -13% | ?
COc1ccc(Cl)cc1NC(=O)CC(C)=O reads 8% | 18% | 9 | 18% | 7% | -13%

(list continues)
SMILES	AMA1-RON2 inh	FBPA Giardia inh	HCMV inh	HCV inhibitor	Sm TGR block	AmpC inh detg
COCCn1c(SCC(=O)OCc2ccccc2)nc2c1c(=O)[nH]c(=O)n2C	-1%	8%	-23	2%	-11%	?
CCN1CCN(C(=O)CS(=O)(=O)Cc2nc(-c3ccc(C)cc3)oc2C)CC1	-4%	4%	-6	?	-17%	-16%
CCOC(=O)C1=C(C)N=C2SCCC(=O)N2C1c1ccc(C(=O)OC)cc1 (configuration not stated)	-7%	1%	-24	-13%	1%	-9%
COc1ccc(C(=O)c2nccc3ccccc23)cc1	-8%	1%	?	6%	-3%	3%
O=C(Oc1cc(-c2ccccc2)no1)c1ccc(F)cc1	-8%	-4%	51	-5%	-18%	-3%
Cc1ccn2c(Nc3ccc4c(c3)OCO4)c(-c3ccc(C)o3)nc2c1	/	/	-8	/	-30%	1%
COc1ccccc1C(O)P(=O)(OCC(C)C)c1ccc(N(C)C)cc1 (configuration not stated)	-8%	6%	24	9%	5%	-13%
Cc1nn2c(=O)cc(COC(=O)c3cccc(NC(=O)COc4ccc(C)c(C)c4)c3)nc2s1	/	/	-62*	/	25%	7%
COc1cccc(C(=O)NCCS(=O)(=O)NCc2cccnc2)c1	-5%	/	-22	9%	5%	?
Fc1ccc2nc(Nc3nc4c(F)cc(F)cc4s3)sc2c1	65%[activator]	8%	?	1%	-9%	-1%
COc1ccc(N2CCN(Cc3ccc(Br)s3)CC2)cc1	?	-30%	-40	-15%	-2%	3%
COc1ccc(-c2ccc(-c3noc(-c4ccccc4)n3)c(OC)n2)cc1	6%	8%	-2	-3%	6%	0%
CSCC[C@H](NC(=O)c1ccc2c(c1)OCO2)c1nnc2ccccn12	10%	-3%	6	25%	-2%	1%
COc1cc(CN(C)CC2CCCN(CCc3cccc(C(F)(F)F)c3)C2)ccc1O (configuration not stated)	-2%	3%	-17	13µM*	28µM*	-19%
CN=C1NN=C(c2cc(C)n(-c3c(C)n(C)n(-c4ccccc4)c3=O)c2C)CS1	-11%	0%	2	9%	-24%	2%
CCc1cc(C(=O)NN2C(=O)NC3(CCCCC3)C2=O)sc1C	1%	/	1	-3%	-3%	?
CCCCOC(=S)NC(=O)c1sc2ccccc2c1Cl	111%[activator]	-14%	10	1%	20%	-9%
O=C(NNS(=O)(=O)c1ccccc1)c1cccs1	17%	-1%	2	-15%	1%	-8%
Cc1cc(C)c(CN2CCC(n3nccc3NC(=O)C3CCCC3)CC2)cc1C	0%	/	-23	?	0%	-5%
Cc1cccc(-c2nnc(SCC(=O)N3CCCc4ccccc43)o2)c1	/	/	-13	/	1%	4%
C/C(=N\Nc1cccc2cccnc12)c1ccccc1O	1%	-9%	6	10%	-10%	2%
COc1ccccc1N1CCN(C(=O)c2oc3cc(C)cc(C)c3c2C)CC1	-21%	0%	15	?	6%	0%

A draw from above in order of length of the SMILES, low to high.
SMILES	AMA1-RON2 inh	FBPA Giardia inh	HCMV inh	HCV inhibitor	Sm TGR block	AmpC inh detg
O=C(Oc1cc(-c2ccccc2)no1)c1ccc(F)cc1	-8%	-4%	51	-5%	-18%	-3%
Fc1ccc2nc(Nc3nc4c(F)cc(F)cc4s3)sc2c1	65%[activator]	8%	?	1%	-9%	-1%
COc1ccccc1C(O)P(=O)(OCC(C)C)c1ccc(N(C)C)cc1 (configuration not stated)	-8%	6%	24	9%	5%	-13%
CSCC[C@H](NC(=O)c1ccc2c(c1)OCO2)c1nnc2ccccn12	10%	-3%	6	25%	-2%	1%
CCOC(=O)C1=C(C)N=C2SCCC(=O)N2C1c1ccc(C(=O)OC)cc1 (configuration not stated)	-7%	1%	-24	-13%	1%	-9%
CCN1CCN(C(=O)CS(=O)(=O)Cc2nc(-c3ccc(C)cc3)oc2C)CC1	-4%	4%	-6	?	-17%	-16%
CN=C1NN=C(c2cc(C)n(-c3c(C)n(C)n(-c4ccccc4)c3=O)c2C)CS1	-11%	0%	2	9%	-24%	2%
